# TcdB inh – TcdB glycohydrolase inhibitors, primary screen, biochemical, single point, plate reader; TcdB glycohydrolase enzymatic assay; 350,000 tested, 0.24% active; inhibition, % at 9.99 µM; Toxin B (Clostridioides difficile), P18177; in the data active means inhibition above about 10%
# BoNT A protease – BoNT/A light chain protease inhibitors, primary screen, biochemical, flow cytometry, MLPCN library; Botulinum neurotoxin type A light chain protease (Clostridium botulinum A str. ATCC 3502); multiplex microsphere protease substrate cleavage; inhibition, % at 10 µM; 360,000 tested, 0.17% active; further: plate controls were buffer without enzyme for full effect and enzyme alone for no effect
# Vc quorum ag – inducers of Vibrio cholerae quorum light production without autoinducers, primary screen, BH1578 luxS cqsA deficient, single point | V. cholerae BH1578 lux reporter, luminescence, 6 h | activation, % at 18.7 µM | 350,000 tested, 0.16% active | AID 588436, 2011; in the data active means activation mostly above about 9.7%, no sharp cut-off; inconclusive means no clear call, values can overlap the other calls; inactive means mostly below about 3.7%; further: not every result past the cut was called active; inactives centre near 0; reference of the scale not given here
# Anthrax LF prot – Bacillus anthracis LF protease inhibitors, primary screen, biochemical, multiplex microsphere, MLPCN library; Lethal factor (Bacillus anthracis), P15917; 360,000 tested, 0.12% active; inhibition, % at 10 µM; AID 588501, 2011; multiplex microsphere protease cleavage assay; further: plate controls were buffer without enzyme for full effect and enzyme alone for no effect
# Target sequence (P15917 whole entry, looked up): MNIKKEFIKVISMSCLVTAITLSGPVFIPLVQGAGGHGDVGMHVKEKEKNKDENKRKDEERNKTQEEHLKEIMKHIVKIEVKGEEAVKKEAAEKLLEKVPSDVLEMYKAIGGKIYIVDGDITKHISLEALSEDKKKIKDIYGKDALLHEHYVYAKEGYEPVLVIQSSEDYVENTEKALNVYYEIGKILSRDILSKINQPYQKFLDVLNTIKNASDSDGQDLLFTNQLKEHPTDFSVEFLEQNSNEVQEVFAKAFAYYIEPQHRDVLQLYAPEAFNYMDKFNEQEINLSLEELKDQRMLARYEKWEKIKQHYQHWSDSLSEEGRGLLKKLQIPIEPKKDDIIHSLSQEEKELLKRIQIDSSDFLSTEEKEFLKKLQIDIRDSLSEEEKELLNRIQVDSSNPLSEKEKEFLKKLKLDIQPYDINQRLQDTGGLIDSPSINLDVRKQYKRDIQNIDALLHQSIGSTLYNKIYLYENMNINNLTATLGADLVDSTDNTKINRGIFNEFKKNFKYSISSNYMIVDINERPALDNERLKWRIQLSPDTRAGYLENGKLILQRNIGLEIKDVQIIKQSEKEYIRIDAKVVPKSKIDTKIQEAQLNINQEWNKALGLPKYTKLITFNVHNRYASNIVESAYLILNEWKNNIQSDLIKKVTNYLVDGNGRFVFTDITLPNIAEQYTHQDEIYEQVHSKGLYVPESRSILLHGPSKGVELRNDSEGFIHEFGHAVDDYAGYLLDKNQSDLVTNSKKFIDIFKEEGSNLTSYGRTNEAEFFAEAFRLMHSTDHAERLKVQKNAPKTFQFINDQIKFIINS
# Y pestis TopoI – Yersinia pestis topoisomerase I inhibitors, primary screen, biochemical, cleavage product accumulation, plate reader, single point | Y. pestis Topo-I cleavage product accumulation | 360,000 tested, 0.064% active | activity, % at 10 µM; in the data active means activity above about 50%, passing the limit was not always enough; inconclusive means no clear call, values can overlap the other calls; further: inactives centre near 2
# CCHF vOTU inh – CCHFV vOTU protease inhibitors, primary screen, biochemical, Pep-AMC substrate, fluorescence; Crimean-Congo hemorrhagic fever virus L polyprotein viral ovarian tumor (vOTU) protease …; inhibition, % at 11.5 µM; 370,000 tested, 0.55% active; AID 651958, 2012; in the data active means inhibition above about 30%; further: 0% = vehicle wells with enzyme and 100% = no enzyme wells
# PriA SSB inh – inhibitors of Klebsiella pneumoniae PriA binding to SSB C-terminal tail, primary screen, biochemical, AlphaScreen. AlphaScreen SSBct-PriA binding, biotinylated peptide. inhibition, % at 33 µM. 430,000 tested, 0.6% active. AID 1272365, 2023; in the data active means inhibition mostly above about 37%, no sharp cut-off; inactive means mostly below about 20%;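 further: plate controls were negative control peptide for no effect and reference peptide for full effect; strong numbers were not always called active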
# VHR inh abs – VHR1 phosphatase inhibitors, primary screen, biochemical, absorbance, uHTS; Dual specificity protein phosphatase 3 (Homo sapiens), P51452; recombinant VHR phosphatase, pNPP absorbance; inhibition, % at 13.3 µM; 290,000 tested, 0.52% active; AID 1654, 2009; in the data active means inhibition above about 50%; further: some compounds called inactive have numbers as strong as hits
# Target sequence (P51452 whole entry, looked up): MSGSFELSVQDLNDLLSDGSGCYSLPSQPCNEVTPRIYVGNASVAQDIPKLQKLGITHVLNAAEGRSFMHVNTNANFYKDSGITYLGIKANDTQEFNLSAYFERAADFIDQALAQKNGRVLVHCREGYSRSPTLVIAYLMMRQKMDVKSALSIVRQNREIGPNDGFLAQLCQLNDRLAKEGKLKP
# PfHsp40 rescue – rescue of yeast from PfHsp40 toxicity, primary screen, S. cerevisiae, ATP luminescence | growth rescue, % at 12.5 µM | S. cerevisiae expressing PfHsp40, growth rescue | 340,000 tested, 0.68% active; in the data active means growth rescue above about 28%, passing the limit was not always enough; inconclusive means no clear call, values can overlap the other calls;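 further: yeast W303a lacking pdr1 and pdr3 grown in galactose medium; growth measured after three days at 30 °C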
# SARS 3CLpro inh – SARS-CoV 3CLpro protease inhibitors, primary screen, biochemical, quenched FRET. Replicase polyprotein 1ab (Severe acute respiratory syndrome coronavirus), P0C6X7. recombinant SARS-CoV 3CLpro, quenched FRET peptide cleavage. inhibition, % at 6 µM. 290,000 tested, 0.14% active; in the data active means inhibition above about 12%
# Active calls of the source: *; i = inactive; ? = inconclusive; . = not tested or not shown; & = joins results of further samples; ! = repeats disagree. Unless noted, no stated cut-off is given here; in the data, active means inhibition above about 30%; inconclusive means no clear call, values can overlap the other calls; inactive means below that. These rows are one share of the data; the hit share may differ from the screen's.
SMILES,TcdB inh,BoNT A protease,Vc quorum ag,Anthrax LF prot,Y pestis TopoI,CCHF vOTU inh,PriA SSB inh,VHR inh abs,PfHsp40 rescue,SARS 3CLpro inh
O=C(/C=C/Nc1ccc(F)cc1F)c1ccc(Br)cc1,0.5,-4.7,i,14,-5,6,-12,.,.,.
O=C(NNC(=O)c1cc(Br)c(Br)s1)c1csc(N2CCOCC2)n1,-1.4,-32,3.5,-3,3,0,6,.,-0.6,.
COc1ccccc1NC(=O)c1ccc(NC(=O)CN2CCCC2)cc1,1.3,-1.0,-0.4,-3,-8,-19,47*,22,1.7,-2
NC(=O)C1CCN(C(=O)CNC(=O)c2ccccc2)CC1,0.1,-0.6,-1.3,2,0,-7,-4,10,1.1,4
CCOC(=O)C1=C(COC(=O)CCOc2ccc(OCC)cc2)NC(=O)NC1C (stereo not given),0.4,-0.4,i,2,-2,6,-12,.,-0.7,.
CSCCC(NC(=O)c1ccc(Cl)c([N+](=O)[O-])c1)C(=O)N1CCN(C/C=C/c2ccccc2)CC1 (stereo not given),0.0,-10,-0.3,?,33,3,22,.,-0.1,.
Cc1ccc2c(c1)C(O)(CC(=O)c1ccc3c(c1)OCO3)C(=O)N2 (stereo not given),.,-1.4,-1.3,-3,3,0,1,-1,-0.4,4
Cc1ccc(C(=O)NC(=S)NNS(=O)(=O)c2ccc(C)cc2)cc1,.,0.8,-0.2,0,-8,-1,14,-14,0.5,-2
CC1(C(=O)NS(=O)(=O)C2CC2)CCCN(C(=O)c2ccco2)C1 (stereo not given),0.8,-0.6,i,-7,4,7,.,.,.,.
COC(=O)c1cc(-c2ccc(Br)cc2)n[nH]1,.,-0.4,2.0,-5,1,-7,-17,7,1.1,-1
CNC(=O)/C(C#N)=C/c1ccc(-c2ccccc2[N+](=O)[O-])o1,0.4,-0.8,-0.8,-2,7,18,-13,-12,-1.2,-9
O=C(Nc1ncccc1O)c1ccc(Cl)c(S(=O)(=O)N2CCCC2)c1,1.4,0.0,-0.3,-2,8,-2,.,.,.,.
Cc1ccc(NC(=O)Nc2nnc(Cc3ccc([N+](=O)[O-])cc3)s2)cc1,0.8,1.5,-0.5,9,1,-17,9,8,-0.8,2
CC(=O)NS(=O)(=O)c1ccc(NC(=S)NC(=O)Cc2ccccc2)cc1,0.6,-0.8,i,-4,-14,9,-15,-8,0.6,-1
COc1ccccc1C(=O)N1CC(=O)Nc2ccc(F)cc2C1c1ccccc1 (stereo not given),-3.0,-2.6,-18,5,0,-4,-1,.,-0.9,1
O=C(c1ccc(CS(=O)(=O)c2ccc(Br)cc2)o1)N1CCCC1,2.5,0.3,-0.2,-14,-1,2,-6,-26,-0.2,3
CCCOc1ccc(N2C(=O)C3C4C=CC(CC4)C3C2=O)cc1 (stereo not given),-7.7,-1.4,-0.9,9,1,9,-1,5,-2.1,0
O=C(O)c1cccc(NC(=S)NCc2ccccc2)c1,1.8,-0.2,-0.3,-4,5,4,5,47,-0.3,2
CCCNC(=O)CN(c1cccc(F)c1)S(C)(=O)=O,.,0.7,-0.2,3,-8,-2,-2,-8,0.4,-3
CC1(C)CC(=O)C2=C(C1)Nc1ccccc1N1C(=O)c3ccccc3C21 (stereo not given),0.0,0.6,i,0,3,9,12,30,0.1,2
COCCn1c(SC(C)C(=O)NCC2CCCO2)nc2sc3c(c2c1=O)CCC3 (stereo not given),1.7,-0.1,-2.3,0,19,-7,-7,.,0.2,.
COc1ccc(CN2CCN(CCc3ccccc3)C(CCO)C2)c(Cl)c1OC (stereo not given),1.9,1.3,-2.0,3,26,-8,-5,14,1.5,0
CC(C)(C)c1cc(C(=O)N2CCN(c3ncccn3)CC2)ccn1,.,-0.1,-0.4,0,2,-4,-10,18,-0.5,1
CC(C)(C)n1nnnc1C(c1ccc(F)cc1)N1CCC(C(N)=O)CC1 (stereo not given),-2.5,-2.0,-0.2,2,3,-8,-4,7,-2.4,1
Cc1cccc(NC(=S)NC(=O)/C=C/c2ccccc2)n1,1.6,0.0,i,-4,2,2,-12,19,-0.8,-1

# Entries from the list above that contain a thiophene ring, fused or not (two):
SMILES,TcdB inh,BoNT A protease,Vc quorum ag,Anthrax LF prot,Y pestis TopoI,CCHF vOTU inh,PriA SSB inh,VHR inh abs,PfHsp40 rescue,SARS 3CLpro inh
O=C(NNC(=O)c1cc(Br)c(Br)s1)c1csc(N2CCOCC2)n1,-1.4,-32,3.5,-3,3,0,6,.,-0.6,.
COCCn1c(SC(C)C(=O)NCC2CCCO2)nc2sc3c(c2c1=O)CCC3 (stereo not given),1.7,-0.1,-2.3,0,19,-7,-7,.,0.2,.

# (continued)
SMILES,TcdB inh,BoNT A protease,Vc quorum ag,Anthrax LF prot,Y pestis TopoI,CCHF vOTU inh,PriA SSB inh,VHR inh abs,PfHsp40 rescue,SARS 3CLpro inh
Cc1cc(CNC(=O)COc2ccc(F)cc2)c2ccccc2n1,1.0,0.0,6.7,-1,0,-4,-14,5,0.0,-2
CCOC(=O)C1=NNC(C(=O)c2ccc(C)cc2)C1c1ccc(C)cc1 (stereo not given),.,1.7,-0.6,-3,6,9,-12,4,-0.6,3
Cc1ccc(NC(=O)Cn2nc(C)cc2C)cc1,.,-0.9,i,2,3,-5,-2,26,0.4,-2
Cc1cccc(C)c1NC(=O)CN1C(=O)N(C)Cc2ccccc21,0.2,0.1,-0.5,1,-9,3,-5,9,-0.5,0
Cn1c(-c2ccco2)nc2cc3ccccc3cc21,.,1.2,-3.2,-1,2,-201,-26,40,-2.4,2
CC1Cc2ccccc2N1C(=O)CNc1cccc(S(=O)(=O)N2CCCC2)c1 (stereo not given),0.5,0.7,-0.3,2,11,-5,-2,30,1.5,-1
COC(=O)C(CCSC)NC(=O)CNS(=O)(=O)c1ccc(F)cc1 (stereo not given),.,-1.8,-2.1,-4,0,-8,-7,41,0.2,1
O=C(Cc1ccccc1)Nc1ccc2c(c1)CCC2,0.2,-1.3,-0.2,2,3,2,-11,-28,0.6,2
CCC(C)[C@H](NC(=O)N1CC(=O)Nc2ccccc21)C(=O)N[C@@H](C(=O)O)c1ccccc1 (stereo not given in full),-0.2,3.0,0.6,2,6,10,-2,12,-0.4,2
O=C(Cn1cc(C(F)(F)F)ccc1=O)N/N=C/c1ccc(O)cc1,2.5,0.5,-0.3,-2,-1,4,.,-7,0.7,1
O=C(Cc1nc(-c2cnccn2)no1)NNC(=O)Nc1ccccc1,0.7,?,i,35*,-1,7,6,37,-1.1,2
COC(=O)C(=C/C=C/c1cccnc1)C(=O)OC,.,-1.4,-0.9,2,6,-4,3,18,-1.4,6
CC(Sc1ncccn1)C(=O)Nc1ccc2c(c1)OCO2 (stereo not given),-1.4,2.6,i,-3,-6,0,1,.,0.7,.
COc1cc2c(cc1OC)C(C(=O)NC(C)c1ccccc1)CC(=O)N2 (stereo not given),0.9,-0.7,i,10,-3,0,-9,11,2.4,4
O=C(CCc1nc(-c2cccs2)no1)NCc1ccc(F)cc1Cl,1.0,-1.3,-0.2,-2,8,14,-8,-23,0.6,-2
COc1ccccc1C(O)(C(=O)NN(C(=O)c1ccccc1)c1ccccc1C)c1cccs1 (stereo not given),.,0.0,0.8,1,-2,8,-9,27,0.2,7
COc1ccc(C(CC(=O)c2ccccc2)CC(=O)c2ccccc2)cc1,0.3,-0.4,-0.4,-4,-13,13,-16,18,0.0,5
COc1ccccc1C(=O)C1CCCN(C(=O)c2cccnc2SC)C1 (stereo not given),0.1,0.0,-0.5,-1,2,6,-5,21,0.1,3
CCc1ccc(CN2CCN(c3ncccn3)CC2)cc1,1.1,-1.3,-0.3,8,3,8,-22,-16,-0.4,-8
CCN(c1ccccc1)S(=O)(=O)c1ccc(C(=O)N(CCCN(C)C)c2nc3c(C)cccc3s2)cc1,0.7,-0.2,i,-2,2,12,36*!,6,0.2,-2
C=C(C)C1CC=C(C)/C(=N/NC(=O)COc2ccc(C)cc2)C1 (stereo not given),.,2.3,-2.2,0,0,-2,.,4,1.0,4
Cc1ccc(NC(=O)COC(=O)C2=NNC(=O)CC2)c(Br)c1,-0.1,.,i,.,-9,-3,0,.,-1.6,.
CCOC(=O)Nc1ccc(C)cc1Br,.,-0.4,i,2,3,-8,-13&-10,39,0.2,-3
CCOc1ccc(-c2cc(CCCC(=O)NCCC(C)C)no2)cc1,0.7,-0.7,0.4,1,19,1,-7,-8,2.6,-2
O=C(CN(Cc1ccccc1Cl)C(=O)CN1C(=O)CSc2ccccc21)NC1CC1,0.7,1.0,1.2,2,19,1,-5,-8,0.3,0
# Next section:
SMILES,TcdB inh,BoNT A protease,Vc quorum ag,Anthrax LF prot,Y pestis TopoI,CCHF vOTU inh,PriA SSB inh,VHR inh abs,PfHsp40 rescue,SARS 3CLpro inh
CCOC(=O)[C@H](C)N1[C@H](C)[C@H](c2ccccc2)Oc2ccc(Cl)cc2S1(=O)=O,-7.2,-0.2,-0.4,4,21,3,-1,.,-1.6,.
CC1=CS/C(=C(/C#N)C(=O)N2CCOCC2)N1c1ccccc1,.,-0.7,i,4,-1,8,0&-3,2,0.1,3
Cc1ccc(C(C(=O)NC2CCCC2)N(C(=O)CCC(=O)Nc2cc(C)on2)c2ccccc2)cc1 (stereo not given),.,2.9,1.4,14,0,-6,-13,18,0.0,0
CCN1CCN(CCOCCOc2ccccc2)CC1,0.3,-2.2,i,16,-1,-11,-8,4,-0.9,7
Cc1ccc(C)c(NS(=O)(=O)c2ccc(OCC(=O)N3CCCC3)cc2)c1,1.6,-0.4,i,-2,3,-17,-28,18,-0.4,-2
CN(C)CC1C2CCC(C2)C1O (stereo not given),0.7,-0.6,-4.3,-9,-3,13,-13,.,-0.4,.
CC(C)(C)C(C(=O)n1cccc1C#N)c1ccccc1 (stereo not given),-0.1,0.5,-1.4,-4,11,6,-13,.,-0.5,.
O=C(NCCCN1CCOCC1)c1cccc(NS(=O)(=O)c2ccc(Br)cc2)c1,-1.3,0.9,-0.3,10,0,-11,4,.,-1.0,.
CC1CCCC(NC(=O)COC(=O)/C=C/c2ccc(F)cc2)C1C (stereo not given),-2.0,-0.6,-7.1,5,0,7,0,.,-0.3,.
N#CC1(Nc2ccccc2)C(=O)Nc2ccccc21 (stereo not given),.,2.2,-0.6,-1,-6,6,-10,16,-0.1,-2
O=C(O)CCCCCNc1nc(-c2ccccc2)nc2ccccc12,-3.5,-1.1,0.4,-11,-2,8,-5,-13,0.7,-2
O=C(NCC(=O)N1CCN(c2ccccc2)CC1)c1ccccc1,-1.1,0.4,-0.5,-10,5,-14,-4,20,.,-4
COC(=O)c1ccc(COc2ccc(C=O)cc2)o1,1.2,-0.3,-0.6,0,-14,10,-11,-4,-0.4,4

# Single records, as listed above:
# `N#CC1(Nc2ccccc2)C(=O)Nc2ccccc21` (stereo not given) in the list: TcdB inh = .; BoNT A protease = 2.2; Vc quorum ag = -0.6; Anthrax LF prot = -1; Y pestis TopoI = -6; CCHF vOTU inh = 6; PriA SSB inh = -10; VHR inh abs = 16; PfHsp40 rescue = -0.1; SARS 3CLpro inh = -2
# `CC1Cc2ccccc2N1C(=O)CNc1cccc(S(=O)(=O)N2CCCC2)c1` (stereo not given) in the list: TcdB inh = 0.5; BoNT A protease = 0.7; Vc quorum ag = -0.3; Anthrax LF prot = 2; Y pestis TopoI = 11; CCHF vOTU inh = -5; PriA SSB inh = -2; VHR inh abs = 30; PfHsp40 rescue = 1.5; SARS 3CLpro inh = -1

# Screening results: PubChem, several laboratories
